# Screening data from PubChem.
# LRH-1 inv ag: NR5A2 inverse agonism in reporter assay | O00482 | HEK293T StAR-luciferase reporter, LRH-1 transfected, 24 h | inhibition, % at 3.6 µM | 360,000 tested, 0.13% active;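 active = inhibition above the mean inhibition of all tested compounds plus 3 SD, cut at about 73% in these data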;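 also: 0% = DMSO wells and 100% = reporter-only cells lacking LRH-1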
# NCOA1 inh: human NCOA1 inhibition; inhibition, % at 3.6 µM; HEK293 GAL4-SRC1 luciferase reporter, luminescence; 360,000 tested, 0.12% active; AID 588354;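 active = inhibition above the campaign mean plus 3 SD, with each screening campaign given its own cutoff, cut at about 60% in these data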;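 also: 0% = DMSO treated cells and 100% = gossypol at 36 µM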
# LMP1 NFkB inh: inhibitors of Epstein-Barr LMP1-induced NF-kappaB reporter. LMP1-induced NF-kappaB luciferase reporter cells, luminescence. inhibition, % at 12.5 µM. 350,000 tested, 0.69% active. AID 504558; in the data active = inhibition above about 41%;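 also: 0% = neutral control wells and 100% = reference inhibitor control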
# MC4R antagonist: blocks human MC4R cAMP signaling. P32245. MC4R-expressing cells, MTII-stimulated cAMP, LANCE TR-FRET. inhibition, % at 6.5 µM. 360,000 tested, 0.48% active;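 active = inhibition above its plate's cutoff, the mean of tested wells on that plate plus 3 SD, cut at about 29% in these data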;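 also: 0% = Melanotan II alone and 100% = Melanotan II plus saturating MCL0020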
# Target sequence (P32245 whole entry, looked up): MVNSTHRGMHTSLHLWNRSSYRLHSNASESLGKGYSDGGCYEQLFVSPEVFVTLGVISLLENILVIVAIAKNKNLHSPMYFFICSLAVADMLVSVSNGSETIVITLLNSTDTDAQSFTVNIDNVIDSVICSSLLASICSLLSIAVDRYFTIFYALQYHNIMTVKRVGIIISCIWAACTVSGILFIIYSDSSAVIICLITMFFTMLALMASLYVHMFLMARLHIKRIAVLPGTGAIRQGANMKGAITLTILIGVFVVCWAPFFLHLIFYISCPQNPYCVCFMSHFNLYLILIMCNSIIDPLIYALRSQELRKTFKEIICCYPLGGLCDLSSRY
#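 Assay system: U2OS-MC4R stable cell line; Also added: Melanotan II; Technique: Eu-cAMP/anti-cAMP TR-FRET, emission 671 nm; Times: 30-min compound, 1-h challenge, 1-h detection, room temperature.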
# COUP-TFII inh: inhibitors of human COUP-TFII (NR2F2) | HEK293T NGFI-A luciferase reporter, luminescence | P24468 | 370,000 tested, 0.7% active | AID 686940 | inhibition, % at 8.6 µM;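 active = inhibition above a per-plate cutoff, mean inhibition of test wells between control levels plus 3 SD, cut at about 38% in these data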;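 also: cells cotransfected with COUP-TFII expression vector driving the NGFI-A reporter; 0% = median of COUP-TF2 test wells and 100% = reporter-only cells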
# TLR9-MyD88 block: TLR9-MyD88 interaction inhibition; CHO BLA complementation TLR9-MyD88, CCF4 FRET ratio; inhibition, % at 4.98 µM; 340,000 tested, 0.21% active; AID 504734;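 active = inhibition above the mean over all tested compounds plus 3 SD, cut at about 21% in these data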;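 also: 0% = DMSO only wells and 100% = clavulanate BLA inhibitor control wells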
# MC4R ag barr: human MC4R agonism via beta-arrestin; U2OS MC4R beta-arrestin complementation, luminescence; percent of melanotan II response, DMSO zero; activation, % at 8.9 µM; 360,000 tested, 0.98% active; AID 540308;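 active = activation above a per-plate cutoff, the mean activation of sample wells on that plate plus 3 SD, cut at about 8% in these data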
# SRC2 inh: human SRC2 (NCOA2) inhibition; Q15596; HEK293 GAL4-SRC2 luciferase reporter, luminescence; inhibition, % at 9 µM; 370,000 tested, 0.17% active;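 active = inhibition above the mean inhibition of all tested compounds plus 3 SD, set per campaign, cut at about 52% in these data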;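 also: 0% = DMSO treated cells and 100% = cells given Gossypol at 36 µM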
# ABHD5 PLIN5 PPI: ABHD5-PLIN5 protein interaction inhibition. Q00G26+Q8WTS1. Split G. princeps luciferase complementation, luminescence, 4 h. inhibition, % at 4 µM. 360,000 tested, 0.78% active;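 active = inhibition above the mean inhibition across every tested compound plus 3 SD, cut at about 22% in these data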;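 also: 0% = DMSO only wells and the 100% control is not disclosed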
# NOD2-RIPK2 inh: inhibitors of human NOD2-RIPK2 interaction; O43353; CHO BLA complementation NOD2-RIPK2, CCF4 ratio; inhibition, % at 4.98 µM; 360,000 tested, 0.38% active; in the data active = inhibition above about 21%;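 also: 0% = vehicle only and 100% = reference blocker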
# Target sequence (O43353 whole entry, looked up): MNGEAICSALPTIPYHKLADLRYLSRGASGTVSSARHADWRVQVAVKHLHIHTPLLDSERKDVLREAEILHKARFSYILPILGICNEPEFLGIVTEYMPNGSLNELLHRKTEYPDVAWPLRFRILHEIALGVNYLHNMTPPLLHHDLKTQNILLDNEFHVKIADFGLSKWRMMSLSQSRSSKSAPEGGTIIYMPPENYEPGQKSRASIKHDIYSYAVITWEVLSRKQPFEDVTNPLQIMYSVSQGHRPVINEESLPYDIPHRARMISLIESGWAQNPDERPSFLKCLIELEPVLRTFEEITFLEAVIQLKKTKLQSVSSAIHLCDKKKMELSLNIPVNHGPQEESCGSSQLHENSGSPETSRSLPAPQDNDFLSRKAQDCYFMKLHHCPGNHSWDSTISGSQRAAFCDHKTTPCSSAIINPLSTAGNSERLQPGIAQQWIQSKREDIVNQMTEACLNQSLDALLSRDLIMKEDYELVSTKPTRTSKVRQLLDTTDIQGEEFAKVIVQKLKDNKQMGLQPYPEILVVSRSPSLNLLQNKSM
# NCOA3 inh: human NCOA3 inhibition | Q9Y6Q9 | HEK293 GAL4-SRC3 luciferase reporter, luminescence | inhibition, % at 3.6 µM | 360,000 tested, 0.17% active | AID 588352;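 active = inhibition above a per-campaign cutoff, the mean of all compounds plus 3 SD, cut at about 60% in these data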;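 also: 0% = DMSO-treated cells and 100% = gossypol-treated cells at 36 µM; higher means less SRC3-driven luciferase light from the GAL4 reporter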
# Numbers without * were called inactive; · = no result given. An excerpt, so the mix of outcomes need not match the whole.
nr	SMILES	MC4R ag barr	TLR9-MyD88 block	ABHD5 PLIN5 PPI	COUP-TFII inh	NOD2-RIPK2 inh	LMP1 NFkB inh	NCOA3 inh	SRC2 inh	NCOA1 inh	MC4R antagonist	LRH-1 inv ag
1	COc1ccc(CCNC(=O)c2nnn(CC(=O)Nc3c(C)cc(C)cc3C)c2N)cc1OC	-2.1	1	-5	5	5	6	10	1	-26	7	27
2	O=C(NCC(=O)N(CC1CCCO1)C(C(=O)NC1CCCCC1)c1cccnc1)c1cccs1 (stereo unspecified)	-1.5	-10	0	-17	-2	-9	-15	-2	8	-5	5
3	CCOc1ncccc1C(=O)OCC(=O)Nc1cc(S(=O)(=O)N2CCOCC2)ccc1C	0.2	8	2	8	0	2	-1	1	-41	7	4
4	O=C(O)CC(C(=O)O)C(c1ccccc1)c1ccccc1 (stereo unspecified)	-2.3	-5	8	-1	-21	3	7	-42	6	1	-3
5	CC(C(=O)Nc1ccc(C(N)=O)cc1)N1C(=O)c2ccccc2S1(=O)=O (stereo unspecified)	1.5	-11	13	-1	-3	-2	17	-5	6	3	8
6	COc1ccc(N2CCN(C(=O)COC(=O)c3ccc(-n4nc(C)cc4C)cc3)CC2)cc1	0.1	4	-1	-1	11	4	0	-29	-9	-2	11
7	O=C(Nc1ccc(-c2cnco2)cc1)c1ccc(F)cc1F	0.3	-4	9	-29	-3	-4	-28	-25	-58	8	-92
8	CCC(=O)Nc1sc2c(c1C(=O)N(C)C)CCCCC2	1.2	-1	-7	0	-12	5	1	-8	7	0	8
9	COc1ccc(C(C#N)c2ccc(=O)[nH]n2)cc1 (stereo unspecified)	-0.9	9	-1	-15	2	52*	18	-3	9	5	17
10	O=C(Nc1c(Br)cc2c(c1Br)Cc1ccccc1-2)C(F)(F)F	-0.9	-8	-8	·	2	-20	-7	·	-16	5	-9
11	CCn1c(CSc2nnc(-c3ccncc3)n2CCOC)nc2cc(C(=O)O)ccc21	-2.2	1	-1	3	-1	7	12	5	1	15	5
12	CN=C1c2c(-c3ccccc3)c3cc(OC)ccc3n2CCN1C	-0.1	8	13	-13	5	-8	-3	-30	-6	-2	26
13	COc1ccc(NC(=O)Nc2cccc(C)n2)c(OC)c1	1.5	7	11	-7	-4	-30	-26	-26	-16	1	-36
14	COc1ccccc1C(CNC(=O)c1cc(S(=O)(=O)N2CCOCC2)ccc1C)N1CCCC1 (stereo unspecified)	-0.8	-13	1	-15	10	0	-44	-1	-9	7	-4
15	COc1ccc(CCNC(=O)c2cc3c(=O)n4cccc(C)c4nc3n(Cc3ccco3)c2=N)cc1OC	-3.3	11	16	2	-1	-4	-8	2	-9	-37	10
16	Nc1nnc(SCc2ccc(F)cc2)s1	-3.1	-2	0	2	1	7	14	-3	-3	2	-10
17	CCN(CC)C(=O)C1=C(C)N(Cc2ccc(F)cc2)C(=O)C(CC(=O)NCCN2CCOCC2)C1 (stereo unspecified)	-0.1	-9	3	-5	-8	3	-1	-9	-25	3	-4
18	Cc1ccc(S(=O)(=O)CC(=O)Nc2ccccn2)cc1	-1.6	6	3	-2	-11	-3	-6	-9	-2	5	-9
19	COc1ccc(NC(=O)Cc2c(Sc3ccccc3)c3ccccc3n2C)cc1	4.2	-10	-7	-3	-2	1	19	-10	16	3	24
20	CCCCCC(=O)N1CC2(CC)CN(C(=O)CCCCC)CC(CC)(C1)C2=O	0.1	10	4	0	-5	-4	22	12	1	-1	9
21	CN1CCN(CC(O)COCCOc2ccc(Br)cc2)CC1 (stereo unspecified)	-0.3	2	3	-3	-2	-2	9	14	5	10	19
22	C/C(=N\NC(=O)c1nnn(-c2nonc2N)c1CN(C)c1ccccc1)c1ccccc1O	-0.4	5	3	1	5	22	19	7	9	-1	-1
23	COc1cccc(CNCC(=O)N2C(C)CCCC2C)c1 (stereo unspecified)	-0.5	-4	0	1	-2	-5	-5	3	-10	1	10
24	CNc1nc(C)c(C#N)c(-c2ccccc2)c1C(C)=O	0.5	10	0	7	-9	-5	17	6	8	-12	10
25	CCc1nnc(NC(=O)c2ccc(S(C)(=O)=O)cc2)s1	-1.0	6	-5	-22	-17	-7	-21	-13	-44	11	-26
26	Cc1cc(C)n2nc(C(=O)N3CCOCC3)nc2n1	-0.5	2	1	5	3	-3	-8	-19	-7	4	-12
27	CCOC(=O)N1CCN(C(=O)C(C)SCc2ccccc2)CC1 (stereo unspecified)	-2.7	3	0	10	-1	-2	4	-9	5	17	-14
28	O=C(Nc1ccc(Cl)cc1)NC1(C(=O)NCCCN2CCOCC2)CCCCC1	-1.7	-4	1	-7	-2	-1	-7	0	0	3	8
29	CCOc1ccc(-c2[nH]ncc2Oc2ccccc2OCC)c(O)c1	6.4	-2	-10	12	5	-4	-8	-6	-12	7	13
30	Cc1ccc(Nc2c([N+](=O)[O-])ccc3c2=NC2(CCCCC2)N=3)cc1	-1.6	-8	-3	7	2	-13	4	-3	-21	-5	18
31	CCN(C(=O)CSc1nnc(-c2ccncc2)n1Cc1ccccc1)C1CCS(=O)(=O)C1 (stereo unspecified)	0.7	-1	10	-4	4	-6	3	-3	8	7	11
32	COc1ccc(CCNC(=O)CCCN2C(=O)c3ccccc3C2=O)cc1OC	-1.3	-3	-7	1	-9	1	6	-11	7	-7	8
33	Cc1c(NC(=S)NC(=O)C(c2ccccc2)c2ccccc2)cccc1C(=O)O	-0.3	-6	-5	-5	-20	3	-4	-16	4	1	7
34	Cc1c(C(=O)Nc2ccccc2-c2ccccc2)cccc1[N+](=O)[O-]	0.8	-7	-6	16	0	4	8	11	-6	19	13
35	O=C(Nc1ccc2ccccc2c1)c1ccc(Cl)cc1	3.9	2	6	-45	-1	-50	-88	-64	-121	11	-172
36	COc1ccc([N+](=O)[O-])c(OC)c1C(=O)Nc1ccc(F)cc1F	-2.2	-7	3	14	-6	-4	8	-5	13	4	5
37	CCCCNC(=O)c1nc(-c2ccccc2)oc1-c1ccc(Cl)cc1	·	·	-20	-3	-1	·	·	11	·	·	-19
38	CCN(C(=O)c1c(-c2ccccc2Cl)noc1C)C1CCCCC1	1.1	-1	-7	16	3	0	11	14	-7	10	-1
39	COc1ccc(CC(C)Nc2cccc(SC)c2)cc1 (stereo unspecified)	3.1	-3	6	12	-2	-6	-12	1	-6	21	16
40	COc1cc(CNCc2cc(OC)c(OC)c(OC)c2)cc(OC)c1	-0.5	3	0	5	-13	-12	5	-33	-9	7	22
41	Cc1cc(C)n(CC(C)O)c(=O)c1C#N (stereo unspecified)	-1.1	3	-1	-2	5	-10	26	10	1	6	-5
42	CCCCCN(C(=O)CCC(=O)OCc1ccccc1Cl)c1c(N)n(CCCC)c(=O)[nH]c1=O	2.8	-11	4	7	-5	8	19	-5	6	9	-1
43	NS(=O)(=O)c1c(Sc2ccccc2C(=O)O)ccc2ccccc12	0.1	0	-2	9	10	-12	-21	-32	-8	37*	-12
44	c1ccc(-c2cn(-c3ccccc3)c3ncnc(NCCCN4CCOCC4)c23)cc1	0.0	3	6	-2	0	4	12	-3	-7	9	26
45	CCOC(=O)c1cc2c(=O)[nH]ccc2nc1C(F)(F)F	-0.6	-3	-6	12	1	4	11	-5	-9	5	2
46	CC(=O)Nc1sc(N/N=C/c2ccccc2F)nc1-c1ccc(C)cc1	-0.1	6	-13	-52	-8	-6	1	1	-23	0	-18
47	Cc1cc(C)n2nc(SCC(=O)c3ccc[nH]3)nc2n1	-1.5	-6	5	4	8	-11	5	-14	-20	1	-13
48	O=C(COC(=O)Cn1cnc2ccccc2c1=O)NNC(=O)c1ccc(Br)cc1	-1.4	-4	-1	-1	-6	-8	1	7	-6	6	12
49	O=C(CNCc1ccc(F)cc1)Nc1cc(S(=O)(=O)N2CCOCC2)ccc1Cl	-1.9	-2	1	11	8	-3	24	16	7	3	4
50	Cc1ccn2c(=S)[nH]nc2c1	-1.4	-9	0	8	1	-1	-7	2	2	3	18
51	Cc1c(N=C2SCC(=O)N2c2c(C)n(C)n(-c3ccccc3)c2=O)c(=O)n(-c2ccccc2)n1C	-1.0	-1	1	-16	-10	-1	13	-16	-4	9	-22
52	CCOC(=O)Cc1c[nH]c(=S)[nH]c1=O	-0.5	0	-1	-9	4	-8	-9	1	5	0	3
53	O=C(COC(=O)c1ccncc1)c1ccccc1	1.6	-1	3	-15	-15	-3	3	-8	-5	12	-7
54	COc1ccc(C2CC(=O)C=C(NCCC(C)C)C2)cc1 (stereo unspecified)	2.5	-1	1	-8	2	-1	17	-10	4	4	-16
55	CCCCNC(=O)c1onc(CSc2ccccn2)c1C(=O)NCCCC	0.1	6	-4	10	2	-2	4	15	7	1	0
56	CC(C)(C)CN1CCNC(=O)C1CC(=O)NC1Cc2ccccc2C1 (stereo unspecified)	-1.4	2	0	5	-6	-3	11	-25	-11	2	-2
57	Cc1ccc(NC(=O)C(OC(=O)c2cc(C)oc2C)c2ccccc2)cc1 (stereo unspecified)	3.5	7	-8	5	-11	-1	10	-3	-19	-2	12
58	COc1cc(Cl)cc(C2NC(=O)NC(C)=C2C(C)=O)c1OCC(=O)O (stereo unspecified)	-0.7	-3	-5	18	0	-6	2	3	6	-3	-5
59	COC1Cc2ccccc2N(C(N)=O)c2ccccc21 (stereo unspecified)	-2.1	0	5	-17	-8	-5	6	-7	-6	2	1
60	O=C1c2[nH]c(=O)[nH]c(=O)c2CN1Cc1ccccc1	-2.5	-2	-2	3	-3	-2	-2	-6	-10	2	11

# Down the list, from the results shown.
# Compounds 44–53 in NCOA3 inh, in turn: 12, 11, 1, 5, 1, 24, -7, 13, -9, 3
# Compounds 44–53 in NCOA1 inh, in turn: -7, -9, -23, -20, -6, 7, 2, -4, 5, -5
# Compounds 44–53 in SRC2 inh, in turn: -3, -5, 1, -14, 7, 16, 2, -16, 1, -8

# More records.
nr	SMILES	MC4R ag barr	TLR9-MyD88 block	ABHD5 PLIN5 PPI	COUP-TFII inh	NOD2-RIPK2 inh	LMP1 NFkB inh	NCOA3 inh	SRC2 inh	NCOA1 inh	MC4R antagonist	LRH-1 inv ag
61	Cc1[nH]nc2c1C(c1ccsc1C)C(C#N)=C(N)O2 (stereo unspecified)	-0.9	4	4	13	0	15	13	13	5	5	-38
62	CS(=O)(=O)N1CCCCC1CCN1CCCCC1 (stereo unspecified)	-0.9	4	4	-5	2	-4	3	5	10	4	4
63	N#CC(c1nc2ccccc2nc1N1CCOCC1)S(=O)(=O)c1ccccc1 (stereo unspecified)	0.8	6	-8	16	-3	5	6	-15	12	3	0
64	CCn1c(SCc2ccc(C)cc2)nnc1-c1cnccn1	-1.3	-3	2	-14	1	-9	-13	-7	-15	-2	24
65	O=C(Oc1cc(=O)oc2ccccc12)c1ccco1	1.5	2	3	-9	-4	-9	-3	-19	11	8	5
